Assay outcomes from PubChem BioAssay.
a7 integrin act: activators of alpha7 integrin expression for muscular dystrophy; alpha7betagal myoblasts, beta-gal FDG fluorescence, 48 h; Potency, µM (series often up to 38.3 µM), for inactives: top-dose activation, most hits filed as activators; 350,000 compounds, 0.064% hits; AID 624291;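 note: potency is the fitted concentration of half-maximal effect; 100% = response of the positive control SU9516; nearly all actives have a fitted effect of over 60% in size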
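alpha7betagal+/- myoblasts (passage 13, 250/well) treated 48 h at 37C with compounds at 1:260 dilution of DMSO stock. Lysed, then beta-galactosidase activity read as FDG fluorescence (ex 480/em 540) after 30 min, with pre-read for autofluorescence.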
B2AR arrestin: beta2AR (human) beta-arrestin recruitment activity. P07550. beta-arrestin recruitment to beta2AR, cell-based reporter. Potency, µM (highest dose often 46.1 µM), without a hit: at the highest dose activation, hits mostly activators. 330,000 compounds, 0.02% hits;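 note: potency is the fitted concentration of half-maximal effect; 0% = DMSO controls and full agonism = EC100 isoproterenol or metaproterenol; nearly all actives have a fitted effect of over 65% in size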
Target sequence (P07550 whole entry, looked up): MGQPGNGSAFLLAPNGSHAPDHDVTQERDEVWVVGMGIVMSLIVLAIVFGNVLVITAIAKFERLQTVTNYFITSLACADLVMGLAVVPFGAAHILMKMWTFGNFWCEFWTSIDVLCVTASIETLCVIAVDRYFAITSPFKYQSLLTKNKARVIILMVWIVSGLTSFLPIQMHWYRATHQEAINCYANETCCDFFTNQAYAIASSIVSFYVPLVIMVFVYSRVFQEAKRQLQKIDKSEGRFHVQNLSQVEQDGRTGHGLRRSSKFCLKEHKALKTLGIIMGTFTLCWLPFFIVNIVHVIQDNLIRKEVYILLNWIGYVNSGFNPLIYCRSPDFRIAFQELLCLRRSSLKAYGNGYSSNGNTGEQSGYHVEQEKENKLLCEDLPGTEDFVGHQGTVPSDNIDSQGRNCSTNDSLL
Coupling enz: inhibits coupling enzyme system, counter-screen for aldolase hits; coupling enzyme system counterscreen, AmpLite Red fluorescence; activity change, negative = inhibition, % at 58.2 µM, hits read low; 290,000 compounds, 0.67% hits; in the data active = activity change below about -30%; note: % is set by controls: 0 for no effect and ±100 for the full control effect
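Coupling enzymes only (glyceraldehyde-3-phosphate) + compound, at 57.5 uM final, 10 min RT; add substrate/coupling/AmpLite Red mix, 20 min RT; fluorescence ex 525/em 598 nm. Actives flag coupling-system interference.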
Tb PFK block: inhibitors of T. brucei phosphofructokinase. Potency, µM (titrated, usually from 57.5 µM), for the others: at the highest dose activity, negative = inhibition, most hits filed as inhibitors. 330,000 compounds, 0.17% hits. O15648. T. brucei PFK, ADP-Glo luminescence. AID 485367;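 note: potency is the fitted concentration of half-maximal effect; 0% = uninhibited 1x PFK enzyme wells and -100% = no-enzyme wells; nearly all actives have a fitted effect of over 60% in size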
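PFK 1.25 nM, F6P 0.5 mM, ATP 0.1 mM, 0.1 M TEA pH 8.0, 5 mM MgCl2, 0.01% Tween20, 0.1% BSA; 45 min RT. ADP-Glo readout. qHTS titration up to 57 uM; curves fitted, compounds curve-classed.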
Menin-MLL TR inh: inhibitors of human menin-MLL interaction, mutant MLL peptide; Menin + Texas Red MLL mutant peptide, fluorescence polarization; Potency, µM (highest dose often 61.6 µM), for the others: at the highest dose FP activity change, negative = inhibition, usual class: inhibitors; O00255; 270,000 compounds, 0.23% hits; active = well fitted inhibition curve with a large enough effect in the polarisation, with a control signal flat, not every such curve was filed as active; inconclusive = small, poorly fitted or top-dose-only effect, or effect the other way, or a change in a side signal; inactive = no such curve, though single readings can be large or run the other way; the % refers to the polarisation; note: potency is the fitted concentration of half-maximal effect; % of control where 0% means no effect; many of its hits are not listed in these tables
Target sequence (O00255 whole entry, looked up): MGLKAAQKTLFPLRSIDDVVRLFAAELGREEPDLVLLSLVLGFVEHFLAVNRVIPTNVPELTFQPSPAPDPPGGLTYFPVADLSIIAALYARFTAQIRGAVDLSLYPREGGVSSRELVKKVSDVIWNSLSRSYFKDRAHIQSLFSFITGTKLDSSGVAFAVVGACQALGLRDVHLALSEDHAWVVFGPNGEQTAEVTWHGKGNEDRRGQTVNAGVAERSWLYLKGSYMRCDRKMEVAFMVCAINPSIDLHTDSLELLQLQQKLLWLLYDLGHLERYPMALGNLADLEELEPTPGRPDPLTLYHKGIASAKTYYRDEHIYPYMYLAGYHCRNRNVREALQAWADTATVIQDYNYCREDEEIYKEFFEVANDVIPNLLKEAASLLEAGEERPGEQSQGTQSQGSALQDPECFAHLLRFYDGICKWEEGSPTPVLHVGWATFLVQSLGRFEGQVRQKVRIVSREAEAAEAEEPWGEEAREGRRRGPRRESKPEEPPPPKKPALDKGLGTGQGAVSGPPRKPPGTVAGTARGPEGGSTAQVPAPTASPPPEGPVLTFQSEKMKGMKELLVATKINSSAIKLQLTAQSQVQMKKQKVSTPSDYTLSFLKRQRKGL
TSG101-PTAP inh: blocks PTAP/TSG101 interaction to inhibit HIV-1 budding. Fluorescence polarization, FITC-PTAP peptide / Tsg101 binding. Potency, µM (highest dose often 115 µM), inactives show at the top dose activity change, negative = inhibition, most hits filed as inhibitors. 340,000 tested, under 10 active. AID 493005; active = well fitted inhibition curve with a large enough effect in the main read-out, with a control signal flat, not every such curve was filed as active; inconclusive = small, poorly fitted or top-dose-only effect, or effect the other way, or a change in a side signal; inactive = no such curve, though single readings can be large or run the other way; note: potency is the fitted concentration of half-maximal effect; % of control where 0% means no effect
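Compounds were pin-transferred onto Tsg101 binding domain (10 uM final) in HEPES pH 7.5 buffer, then FITC-PTAP peptide was added at 50 nM final. After 20 min at RT, polarization reported peptide displacement across a qHTS concentration series.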
GALK inh: blocks human galactokinase activity; 270,000 compounds, 0.007% hits; P51570; Potency, µM (titrated, usually from 57.5 µM), inactives show at the highest dose activity change, negative = inhibition, actives largely listed as inhibitors; Purified GALK, Kinase-Glo residual ATP luminescence; note: potency is the fitted concentration of half-maximal effect; % is set by controls: 0 for no effect and ±100 for the full control effect
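5 nM enzyme, 35 uM ATP, 100 uM galactose, 20 mM HEPES pH8.0, 5 mM MgCl2; 1 h RT; residual ATP by Kinase-Glo Plus luminescence, qHTS format.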
PKM2 act: activators of human pyruvate kinase M2. purified PKM2, Kinase-Glo ATP luminescence, activation; response scale: 0% is enzyme alone, no compound. Potency, µM (top dose mostly 57.5 µM), without a hit: top-dose activation, usual class: activators. 260,000 compounds, 0.34% hits; note: potency is the fitted concentration of half-maximal effect; % is set by controls: 0 for no effect and ±100 for the full control effect; nearly all actives have a fitted effect of over 55% in size
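ATP formation by purified human PK-M2, quantified via coupled luciferase luminescence after 1 h at room temperature with 0.1 mM ADP and 0.5 mM PEP final.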
BCR signal inh: blocks chronic active B-cell receptor signaling; ABC-DLBCL IkBa-CBG/CBR reporter, luminescence ratio, 4 h; Potency, µM (doses to about 46.1 µM), for inactives: at the highest dose ratio change, negative = lower green/red ratio, usual class: inhibitors; 340,000 compounds, 0.05% hits; AID 493014; active = well fitted inhibition curve with a large enough effect in the signal ratio, with a control signal flat, not every such curve was filed as active; inconclusive = small, poorly fitted or top-dose-only effect, or effect the other way, or a change in a side signal; the % refers to the signal ratio;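 note: potency is the fitted concentration of half-maximal effect; plate controls were basal doxycycline-induced cells for no effect and cells given 10 µM MG132 for full effect; MG132 reads +100%, hits lower the ratio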
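Cell line TMD8 (human ABC DLBCL), stably expressing tet-inducible CBG68-IkBa fusion and CBR; IMDM/0.5% FBS; cpd up to 46 uM; dox induction, 4 h, 37C/5% CO2; dual luminescence; green/red ratio; MG132 control.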
Giardia kill: Giardia lamblia killing. AID 540267. activity change, % at 7.66 µM, hits read low. 340,000 compounds, 0.15% hits. Giardia lamblia trophozoite viability; in the data active = activity change below about -80%; inconclusive = between about -30% and that limit;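 note: parasites exposed to compound for two days anaerobically before the ATP read; % is set by controls: 0 for no effect and ±100 for the full control effect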
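Luminescent ATP signal served as the viability read-out, measured 15-30 min after adding ATP detection reagent to trophozoites that had been incubated with compounds for 48 hrs at 37 deg C anaerobically at 100 cells/well.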
ASM inhibitor: blocks human secretory acid sphingomyelinase | P17405 | placental ASM, HMU-PC fluorogenic substrate, 60 min | Potency, µM (top dose mostly 57.5 µM), without a hit: at the highest dose activity change, negative = inhibition, usual class: inhibitors | 340,000 compounds, 0.006% hits | AID 504937; note: potency is the fitted concentration of half-maximal effect
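Human placenta-derived ASM preincubated with compound 10 min at room temperature, then reacted with 9 uM (final) fluorogenic HMU-PC substrate for 60 min at 37 C. Stop solution raises pH to 10; fluorescence read at Ex 386/Em 447 nm.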
* marks the source's active call; other numbers are inactive results; ? = inconclusive; . = no result given; [ ] = another dose, or the depositor's remark. Unless noted, calls come from the whole dose curve; as a rule, active = well fitted curve in the direction sought with a large enough effect; inconclusive = small, poorly fitted or top-dose-only effect, or another doubt; inactive = no such curve, though single readings can be large; an effect the other way counts as inactive or inconclusive. Not all compounds are listed; the hit share may differ from the screen's.

SMILES	a7 integrin act	B2AR arrestin	Coupling enz	Tb PFK block	Menin-MLL TR inh	TSG101-PTAP inh	GALK inh	PKM2 act	BCR signal inh	Giardia kill	ASM inhibitor
COc1ccc(OC(=O)c2cccc(S(=O)(=O)N3CCCC3)c2)cc1	-18%[7.66 µM]	-0.2%	-1	0%	6%	-9%	0%	2%	1%	-4	-7%
Cc1ccc(-c2nn(-c3ccccc3)cc2NC(=O)c2ccccc2)cc1	29%	-0.4%	1	3%	11%	3%	0%	-4%	7%	13	-6%
C(=C\c1ccco1)/C=N/n1cnnc1	8%	-0.4%	-40*	?	-23%	-2%	5%	11%	2%	-1	3%
CC(C)C[C@@H](C(=O)NCc1ccco1)N1C(=O)N2CCc3c([nH]c4ccccc34)[C@@]2(C)C1=O	-7%	-0.7%	-1	1%	7%	1%	.	-1%	?	-1	-4%
C/C(=N\NC(=O)c1cccc(S(=O)(=O)N2CCOCC2)c1)c1ccc(O)cc1	7%	0.0%	.	0%	.	1%	.	.	2%	-6	0%
CCOc1ccc(NC(=O)N(CCC(C)C)C2CCN(C(C)=O)CC2)cc1	20%	-0.2%	1	3%	2%	.	0%	4%	?	-3	3%
c1ccc2c(c1)ncn2Cc1nnc2sc(-c3ccc4c(c3)OCO4)nn12	-2%	0.0%	0	2%	-5%	-1%	0%	11µM*	-1%	17	0%
CCOc1ccc(NC(=O)C2=C(C)C(=O)OC23CCC(C)CC3)cc1 (stereo not drawn)	-4%	-0.2%	-2	0%	4%	-2%	1%	5%	?	-5	-1%
N#Cc1ccc(C(=O)Nc2cccc(S(=O)(=O)NC3=NCCC3)c2)cc1	-9%	-1.0%	.	1%	.	-9%	.	.	?	-6	2%
CCCc1ccc(S(=O)(=O)N2CCN(C(C)C(=O)NC3CCCC3)CC2)cc1 (stereo not drawn)	-10%	0.1%	.	-6%	.	1%	.	.	2%	14	-1%
O=S(=O)(NCc1csc(-c2cccs2)n1)c1cccc(C(F)(F)F)c1	23%	0.8%	-7	-2%	.	1%	-1%	1%	5%	-1	-5%
O=C(c1cccc(C(F)(F)F)c1)C1CCCN(C(=O)CN2CCCC2=O)C1 (stereo not drawn)	2%	0.0%	1	2%	23%	1%	1%	7%	?	5	-2%
COc1ccc(NC(=O)C#Cc2ccccc2)cc1	-56%[inhibitor]	0.4%	-5	-3%	?	0%	6%	-1%[11.5 µM]	?	12	-2%
Cc1ccc(N2C(=O)C3Sc4[nH]c(=O)sc4C(c4ccccc4)C3C2=O)cc1 (stereo not drawn)	-6%	-0.1%	3	1%	40%[activator]	-4%	-4%	7%	?	-16	11%
O=C(N/N=C1\CCS(=O)(=O)c2ccc(F)cc21)c1ccc(O)cc1	4%	0.4%	3	-5%	.	0%	-2%	14%	?	6	-2%
COc1ccc(C(=O)/C=C/Nc2ccccn2)c(OC)c1	23%	0.0%	-1	-3%	.	-1%	1%	1%	?	13	493%[activator]
CCOC(=O)c1cnc(SCC(=O)N2CCN(C(=O)c3ccco3)CC2)nc1N	-13%[7.66 µM]	0.3%	3	0%	-20%	1%	7%	1%	11%	3	-2%
Cc1ccc(C)c(S(=O)(=O)N2CCN(CC(=O)N3CCc4ccccc4C3)CC2)c1	-33%	0.2%	-1	-18%	-22%	-4%	2%	-6%	1%	22	0%
O=C1CCCN1CCCNC(=S)Nc1ccc(Br)cc1Cl	19%	-0.2%	1	0%	-2%	1%	0%	8%	1%	-5	5%
COc1ccccc1OCCNC(=O)CC(NC(C)=O)c1ccccc1 (stereo not drawn)	5%	0.0%	.	-6%	.	1%	-4%	34%	3%	-17	-1%
CCOc1ccc(N2CSC(=S)N(c3ccc(OCC)cc3)C2)cc1	14%	-0.2%	1	-4%	.	0%	0%	2%	1%	-15	-11%
COc1cccc(/C=C(/CC(=O)Nc2ccc(N3CCOCC3)cc2)c2nc3ccccc3s2)c1	-2%	0.1%	2	9%	?	5%	-2%	7%	?	0	.
Cc1ccccc1-c1nnc(SCc2ccccc2)o1	12%	-0.3%	-3	0%	-19%	4%	1%	-8%	?	-1	-3%
CCOC(=O)c1ccc(NC(=O)NC2CC3CCC(C2)N3)cc1 (stereo not drawn)	-5%	-0.3%	3	?	29%	-1%	2%	11%	18%	3	8%
CC(C)c1ccc(OCc2ccc(C(=O)N3CCN(c4ccccn4)CC3)cc2)cc1	0%	-0.9%	1	-6%	11%	-1%	1%	0%	?	17	-6%
O=C(Nc1cccc(NC(=O)c2ccc(Br)cc2)c1)c1ccccc1	4%	-0.2%	1	2%	?	-3%	2%	.	0%	12	1%
COC(=O)Cc1c[nH]c2ccc(OCC(O)CNC(C)C)cc12 (stereo not drawn)	22%	0.0%	-1	1%	-12%	-10%	7%	-5%	1%	-4	9%
O=C(Nc1cc(C(F)(F)F)ccc1N1CCCCC1)c1ccc(Br)o1	12%	-0.4%	.	4%	-1%	0%	0%	-2%	2%	0	-11%
O=C(NCC1CCCN(C(=O)CN2CCCCC2)C1)c1ccccc1Cl (stereo not drawn)	1%	-0.2%	0	2%	.	-3%	-1%	1%	-2%	-4	1%
Cc1ccc(C(=O)Nc2nnc(S(=O)(=O)N3CCC(C)CC3)s2)cc1	-39%	0.1%	-15	0%	?	-1%	2%	.	11%	-9	-2%
CCCCN(C(=O)CCC(=O)Nc1cc(C)on1)C(C(=O)NC(C)(C)C)c1ccccc1Cl (stereo not drawn)	0%	0.3%	2	-3%	-24%	-3%	1%	2%	1%	-5	-2%
COc1cccc(CNS(=O)(=O)c2csc(C(N)=O)c2)c1	-1%	-0.2%	-2	0%	12%	1%	0%	-2%[0.46 µM]	8%	0	3%
O=S(=O)(Cc1ccccc1)c1nc2ccccc2n1Cc1ccccn1	-13%	-0.2%	-2	-9%	-4%	0%	-1%	-3%	5%	1	1%
CC1CC1C(=O)OCc1cc(=O)n2cc(Br)ccc2n1 (stereo not drawn)	8%	-0.1%	2	2%	-4%	-3%	2%	8%	?	-26	-1%
O=C(O)c1ccc(CNCc2cccc(Cl)c2)cc1	21%	-0.7%	4	-17%	-5%	-4%	-3%	0%	6%	-11	0%
CCN(CC)S(=O)(=O)c1cccc(NC(=O)COc2ccc(F)cc2Br)c1	-21%	0.0%	0	-6%	35%[activator]	0%	1%	-1%	?	-7	0%
O=C(Cn1c(C2CC2)nc2ccccc2c1=O)Nc1ccc(Br)cc1	14%	0.5%	-1	0%	16%	-1%	-2%	4%	-23%	3	-1%
O=C(Nc1ccc2oc(-c3ccccc3F)nc2c1)c1ccc2c(c1)OCCO2	-3%	0.0%	1	-5%	41%[activator]	1%	-2%	?	?	-9	?
CC(C)CCn1c(=O)c2ccccc2c2ccccc2c1=O	-26%	-0.9%	1	2%	-8%	2%	-2%	-3%	4%	-9	-12%
COCCCNCCOCCOc1c(OC)cccc1OC	-1%	0.0%	13	4%	-11%	-5%	0%	-4%	-8%	-14	1%
C[C@@H](C(=O)Nc1cccnc1)n1c(=O)[nH]c2ccccc2c1=O	-1%	-0.7%	.	4%	.	-3%	6%	.	0%	27	13%
CN(C)NC(=S)Nc1ccc(S(=O)(=O)N2CCCCC2)cc1	6%	11%	0	1%	.	-8%	.	-1%	-8%	-1	4%
CCCc1nn(C)c(C(N)=O)c1[N+](=O)[O-]	-37%	0.0%	-2	-3%	-13%	3%	-2%	1%	?	0	-1%
Cc1cc(NC(=O)c2ccccc2F)ncc1NC(=O)c1cccs1	-26%	-0.1%	0	2%	-22%	-2%	0%	-18%	-5%	13	0%
COc1ccc(/C=C2/CCc3ccccc3C2=O)cc1OC	-42%	-0.8%	1	-15%	-3%	-7%	.	4%	-29%	0	0%
CC1CC(C)CN(C(=O)Cn2c(=O)n(CCCC(=O)NCc3ccco3)c(=O)c3sccc32)C1 (stereo not drawn)	-15%	-0.3%	1	-2%	-21%	-4%	-1%	.	1%	-1	5%
O=C(COc1ccc(Cl)cc1)OCC(=O)c1ccc[nH]1	21%	0.3%	.	?	.	-2%	.	.	-1%	7	1%
